Screening results deposited in PubChem by National Center for Advancing Translational Sciences (NCATS).
Mm-Cpn inhibitor: Inhibitors of TCP-1 ring complex (TRiC) of Methanococcus maripaludis (MmCpn): qHTS. Chaperonin Mm-Cpn (Methanococcus maripaludis). purified Mm-Cpn ATPase, ADP Transcreener TR-FRET. Potency, µM (highest dose often 76.9 µM), without a hit: top-dose activity, negative = inhibition, usual class: inhibitors. 330,000 tested, 0.031% active; note: potency is the fitted concentration of half-maximal effect; % is set by controls: 0 for no effect and ±100 for the full control effect; nearly all actives have a fitted effect of over 80% in size
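Compound-treated chaperonin, 25 nM final, turns over 10 uM ATP at 37°C for 30 min following a 10 min preincubation; ADP generated competes with ADP-d2 for Eu-cryptate antibody, lowering FRET.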
Nrf2 activator: qHTS of Nrf2 Activators; AREc32 ARE-luciferase reporter (MCF7-derived line), luminescence, 24 h; AID 624171, 2012; 410,000 tested, 0.31% active; Potency, µM (series often up to 46.1 µM), for inactives: top-dose activation, usual class: activators; note: potency is the fitted concentration of half-maximal effect; % of control where 0% means no effect; nearly all actives have a fitted effect of over 65% in size
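Reporter line AREc32 (ARE-Fluc), seeded overnight in OPTI-MEM with 5% FBS; compound pin-transferred, 24 hr at 37 deg C, 5% CO2; luminescent read-out.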
CCT modulator: High-Throughput Screening for Modulators of Cytosolic Chaperonin Activity; purified chaperonin ATPase assay, HTRF ADP detection, 30 min; activity change, % (concentration not given with the values), hits read low; 360,000 tested, 0.3% active; in the data active = activity change below about -30%; note: % is set by controls: 0 for no effect and ±100 for the full control effect
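Enzyme 40 or 20 nM (batch-dependent) in Tris pH 7.4/KCl/MgCl2/DTT; cpd 76 uM single point; ATP 10 uM; 30 min 37 °C; Transcreener ADP HTRF detection, 30 min RT; ratio 665/615.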
EPAC2 agonist: qHTS for Agonist of cAMP-regulated guanine nucleotide exchange factor 4 (EPAC2): primary screen | Potency, µM (doses to about 154 µM), for the others: at the top dose activation, hits mostly activators | Rap guanine nucleotide exchange factor 4 (Homo sapiens), Q8WZA2 | EPAC2 activation, biochemical qHTS; response scale: 100% = 6.5 mM cAMP response | 360,000 tested, 0.079% active; note: potency is the fitted concentration of half-maximal effect; nearly all actives have a fitted effect of over 50% in size
Target sequence (Q8WZA2 whole entry, looked up): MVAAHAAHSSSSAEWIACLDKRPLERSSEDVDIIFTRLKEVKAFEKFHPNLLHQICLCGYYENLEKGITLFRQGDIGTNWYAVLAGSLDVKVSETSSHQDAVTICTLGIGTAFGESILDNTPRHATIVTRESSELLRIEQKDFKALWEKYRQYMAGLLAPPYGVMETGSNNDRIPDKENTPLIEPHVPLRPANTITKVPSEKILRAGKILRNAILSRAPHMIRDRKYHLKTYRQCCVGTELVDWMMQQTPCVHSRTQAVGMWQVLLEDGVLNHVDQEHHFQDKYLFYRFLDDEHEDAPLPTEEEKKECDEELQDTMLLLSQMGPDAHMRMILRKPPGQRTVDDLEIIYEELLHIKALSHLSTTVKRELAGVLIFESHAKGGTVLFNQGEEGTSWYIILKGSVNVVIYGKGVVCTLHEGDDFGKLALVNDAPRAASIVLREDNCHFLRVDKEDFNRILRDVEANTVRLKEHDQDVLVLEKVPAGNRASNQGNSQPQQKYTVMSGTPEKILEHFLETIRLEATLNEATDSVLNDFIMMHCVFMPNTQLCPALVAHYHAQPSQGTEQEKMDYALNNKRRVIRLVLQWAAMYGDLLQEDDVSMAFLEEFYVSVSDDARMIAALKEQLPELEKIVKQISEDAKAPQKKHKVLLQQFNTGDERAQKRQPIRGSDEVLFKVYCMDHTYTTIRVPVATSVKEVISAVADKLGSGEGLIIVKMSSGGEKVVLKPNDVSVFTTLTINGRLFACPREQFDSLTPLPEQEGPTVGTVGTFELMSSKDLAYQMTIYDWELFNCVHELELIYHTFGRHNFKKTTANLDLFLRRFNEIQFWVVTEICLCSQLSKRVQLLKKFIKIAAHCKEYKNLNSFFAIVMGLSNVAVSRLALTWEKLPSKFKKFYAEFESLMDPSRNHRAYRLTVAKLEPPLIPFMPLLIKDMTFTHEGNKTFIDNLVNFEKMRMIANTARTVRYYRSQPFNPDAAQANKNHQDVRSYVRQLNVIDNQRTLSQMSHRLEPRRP
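Compounds were added across a concentration range to EPAC2 (100 nM), RAP1B-BODIPY-GDP (250 nM) and GDP (50 uM). After 5 min at room temperature, fluorescence was recorded at 5-min intervals for 30 min.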
A549 tox: Nrf2 qHTS screen for inhibitors: counterscreen for cytotoxicity | 390,000 tested, 0.16% active | A549 ARE-Fluc cells, CellTiter-Fluor viability, 18-24 h | AID 504648, 2011 | Potency, µM (series often up to 46 µM), without a hit: top-dose activity change, negative = cytotoxicity, most hits filed as inhibitors; note: potency is the fitted concentration of half-maximal effect; % is set by controls: 0 for no effect and ±100 for the full control effect
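A549 ARE_Fluc cells in 5% FBS OPTI-MEM were exposed to compounds in concentration-response for 18-24 h at 37 deg C. Viability was read by CellTiter-Fluor fluorescence (Ex 405/Em 525) after 30 min, before the luciferase read.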
pAkt inh: HTS Assay for Inhibitors of Akt Phophorylation: Primary Screen; 360,000 tested, 0.32% active; activity change, % for hits at 50 µM; Neuro2A IGF-stimulated pAkt S473 HTRF, 20 min; stronger effect = lower value; AID 651550, 2012; in the data active = activity change below about -80%; inconclusive = mostly about -51% to -80%; note: % is set by controls: 0 for no effect and ±100 for the full control effect
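Single-point screen (50 µM final compound) in Neuro2A cells stimulated 20 min with 6 nM IGF at 37 deg C. After lysis, Ser473-phosphorylated Akt read by HTRF (ex 330 nm, em 615/665 nm) as the 665/615 ratio.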
Nrf2 block: Nrf2 qHTS screen for inhibitors. A549 ARE-Fluc reporter, luciferase luminescence, 18-24 h. Potency, µM (titrated, usually from 46 µM), inactives show at the top dose activity change, negative = inhibition, usual class: inhibitors. 360,000 tested, 2.1% active; note: potency is the fitted concentration of half-maximal effect; % is set by controls: 0 for no effect and ±100 for the full control effect; nearly all actives have a fitted effect of over 60% in size
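In this cell-based qHTS, ARE-driven firefly luciferase in A549 cells reports Nrf2 activity; the luminescent signal after BugLite lysis is the measured value, with a prior CellTiter-Fluor read for cell health.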
EPAC2 antag: qHTS for Antagonist of cAMP-regulated guanine nucleotide exchange factor 2 (EPAC2): primary screen; Potency, µM (series often up to 114 µM), without a hit: at the top dose activity, negative = inhibition, usual class: inhibitors; Rap guanine nucleotide exchange factor 4 (Homo sapiens), Q8WZA2; 360,000 tested, 0.18% active; EPAC2 GEF exchange of Rap1B-BODIPY-GDP, fluorescence; AID 720708, 2013; note: potency is the fitted concentration of half-maximal effect; % is set by controls: 0 for no effect and ±100 for the full control effect; nearly all actives have a fitted effect of over 45% in size; many of its hits are not listed in these tables
TGFb inhibitor: qHTS for Inhibitors of TGF-b; HepG2 CAGA-GFP TGF-b/SMAD3 reporter, GFP fluorescence, 18 h; TGF-beta stimulated, 500 pg/mL final; Potency, µM (top dose mostly 46.1 µM), for inactives: at the highest dose activity, negative = inhibition, hits mostly inhibitors; 410,000 tested, 1.2% active; note: potency is the fitted concentration of half-maximal effect; % is set by controls: 0 for no effect and ±100 for the full control effect; nearly all actives have a fitted effect of over 65% in size
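HEPG2 CAGA-GFP reporter cells (1000/well, DMEM with 1% FBS) received compounds, then recombinant TGF-beta at 500 pg/mL final for 18 hours at 37 degrees C. Per-cell GFP summed per well was normalised to unstimulated and stimulated DMSO controls before curve fitting.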
* = called active by the depositor; i = inactive; ? = inconclusive; / = no result given; [ ] = remark or other dose. Unless noted, calls come from the whole dose curve; as a rule, active = well fitted curve in the direction sought with a large enough effect; inconclusive = small, poorly fitted or top-dose-only effect, or another doubt; inactive = no such curve, though single readings can be large; an effect the other way counts as inactive or inconclusive. Only part of the results is shown. The share of hits here may be higher or lower than overall.

SMILES	Mm-Cpn inhibitor	Nrf2 activator	CCT modulator	EPAC2 agonist	A549 tox	pAkt inh	Nrf2 block	EPAC2 antag	TGFb inhibitor
O=C(CN(Cc1ccccc1)C(=O)CSc1nnc(COc2ccccc2)o1)NC1CCCC1	0.1%	-0.7%	0.2	-8.9%	-3.3%	i	-2.5%	-1.1%	3.8%
O=C(Cc1c(F)cccc1Cl)Nc1ccccc1-c1ccccc1	-2.2%	0.2%	0.0	4.0%	3.0%	i	-4.4%	-11.9%	0.0%
Cn1cccc1-c1cc(C(=O)N/N=C/C=C/c2ccccc2)[nH]n1	2.1%	5.2%	0.6	3.7%	0.2%	i	?	-7.1%	11.1%
CCN(CCNC(=O)C1CCCN(S(=O)(=O)CC)C1)c1ccccc1 (stereo not drawn)	-2.0%	0.3%	-8.5	-6.1%	0.5%	i	8.2%	0.8%[57.1 µM]	4.8%
O=C1c2cccnc2C(O)N1Cc1ccc(F)cc1 (stereo not drawn)	0.3%	-0.2%	-31.9*	8.2%	5.9%	-95.1%*	4.2%	-2.0%	-3.0%
COc1ccc(O)c(/C=N/NC(=O)CCC(=O)Nc2ccc(C)cc2)c1	0.5%	-2.3%	-2.1	6.8%	3.3%	i	7.3%	-27.1%	-29.0%
CN(CCc1ccccn1)C(=O)Nc1ccc(F)cc1	0.5%	0.4%	-1.4	6.31µM*	1.1%	/	3.9%	5.2%	-7.0%
O=C(OCc1cc([N+](=O)[O-])cc2c1OCOC2)c1ccc2ccccc2n1	2.2%	0.5%	-3.8	-7.7%	-0.1%	i	10.9%	18.8%	14.0%
COc1ccccc1NC(=O)CN1C(=O)NC(C)(C)C1=O	0.2%	-0.3%	-0.3	-6.6%	-0.1%	i	/	1.4%	?
Cc1cccc(CN2CCN(CC(=O)NCc3ccc(F)cc3)C2=O)c1	/	-0.1%	-0.2	-3.4%	2.7%	i	8.8%	17.5%	-1.6%
CC(=O)Nc1ccc(C(=O)OCc2ccc(Cl)c(Cl)c2)cc1	-0.2%	-0.5%	-1.2	-0.6%	2.2%	i	-8.7%	2.8%	0.0%
COc1ccc(CCNc2nc(-c3ccc(F)cc3)cc(C(F)(F)F)n2)cc1OC	/	0.3%	/	/	14.9%	/	8.3%[9.27 µM]	/	-0.2%
Cc1c(S(=O)(=O)Nc2ccc(Oc3ccccc3)cc2)c(=O)n(C)c(=O)n1C	-0.8%	-0.2%	-2.7	19.1%	-3.8%	i	-21.0%	-1.8%	0.1%
O=C(COC(=O)c1cc(=O)[nH]c2ccccc12)NCc1ccc(F)cc1	-4.6%	0.1%	1.1	-2.0%	0.5%	i	10.7%	3.3%	3.2%
CN1CCN(c2nc3c(c(=O)n(C)c(=O)n3C)n2CC(N)=O)CC1	-0.1%	-0.4%	-0.5	4.5%	-4.7%	i	-3.2%	7.6%	0.4%
Cc1c(C(=O)N2CCC(C)CC2)cccc1[N+](=O)[O-]	1.0%	-0.6%	-3.7	0.8%	3.9%	i	3.3%	9.0%	-8.3%
Cc1ccc(-c2cc(C(=O)NN)n[nH]2)o1	4.3%	0.0%	-1.2	0.6%	1.7%	i	-6.1%	2.1%	8.3%
c1ccc(CCNCCCOc2cccc3ccccc23)cc1	-1.5%	2.0%	2.0	2.5%	-4.1%	i	-3.3%	16.0%	?
Cn1c(Cc2ccccc2)nnc1SCC(=O)c1cccs1	-1.5%	-0.1%	3.3	7.9%	0.3%	i	8.9%	22.2%	-3.2%
CCc1ccc(CCC(=O)Nc2ccc(OC)cc2)o1	0.0%	0.0%	-0.4	4.3%	-1.6%	i	7.8%	-2.7%	2.6%
Cc1ccc(N2CCN(C(=O)CCc3c(C)nc4ncnn4c3C)CC2)c(C)c1	/	0.5%	/	/	1.4%	/	18.4µM*	/	?
COc1ccc(NC(=O)COC(=O)C2CCC2)cc1Cl	1.5%	2.1%	1.9	-0.1%	0.7%	i	4.2%	-16.6%	-5.6%
Cc1cccc(N(CC(=O)NC2CCCCC2)C(=O)CCCC(=O)Nc2ccccn2)c1	-2.5%	-0.7%	0.3	-6.5%	-6.0%	i	-3.8%	4.1%	9.6%
CCCCN(C(=O)c1ccc(-c2ccc([N+](=O)[O-])cc2)o1)c1c(N)n(CCCC)c(=O)[nH]c1=O	0.5%	-0.2%	-8.4	-15.6%	1.6%	i	-1.7%	39.6%[activator]	?
CC12CCC(C(=O)N(CCC#N)CCC#N)(CC1=O)C2(C)C (stereo not drawn)	2.5%	0.2%	0.8	1.4%	-8.8%[1.84 µM]	i	10.2%	16.5%	-2.2%
CCOC(=O)C1=C(NC(=S)NC(=O)c2ccccc2)c2ccccc2CC1(C)C	-0.7%	8.1%	0.6	-3.0%	?	?	?	-26.9%	?
COC(=O)c1ccc(CSc2ncnc3c2nnn3-c2ccc(OC)cc2)o1	0.5%	0.0%	-0.4	-13.9%	-14.3%	i	-0.8%	-3.3%	6.5%
COc1ccc(N(C(=O)CS(=O)CC(=O)Nc2ccc(F)cc2)C(C(=O)NC2CCCCC2)c2cccs2)cc1 (stereo not drawn)	-0.1%	-0.7%	-3.8	-8.1%	-2.4%	i	1.6%	1.1%	3.0%
Cn1c(CCN2CCCCC2)nc2cc(NC(=O)COc3ccc([N+](=O)[O-])cc3)ccc21	1.6%	-0.3%	-1.7	0.5%	-3.8%	i	?	-0.5%	-0.6%
COc1ccc(C(O)c2ncc(-c3ccccc3OC)[nH]2)cc1F (stereo not drawn)	/	-0.6%[9.22 µM]	-0.4	2.4%	/	i	/	4.1%	13.7%
COc1ccc(CCN2CC(O)=C(c3nc(C)cs3)C2=N)cc1OC	1.0%	-0.3%	0.2	-3.0%	-0.2%	i	-18.4%	18.7%	7.2%
CCN1CCN(c2ccc(S(=O)(=O)N3CCCCC3)cc2N)CC1	1.5%	-0.8%	2.0	-4.8%	0.7%	i	?	0.2%	-2.4%
COc1ccc(N2CC(C)(C)[C@H](CC(=O)Nc3ccccc3)C2=O)cc1	/	0.0%	-0.6	6.3%	/	i	/	6.3%	7.6%
CC(=O)Nc1ccc(S(=O)(=O)Nc2nc3ccccc3nc2Nc2ccc(C(=O)O)c(O)c2)cc1	-5.2%	0.1%	-2.2	7.2%	-2.3%	i	-8.2%	-5.0%	0.0%
COc1cc2c(cc1/C=C/C(=O)O)OC(C)C2 (stereo not drawn)	-4.4%	-0.5%	0.0	-1.5%	-0.9%	i	-9.9%	-1.0%	-2.6%
O=C(CSc1ccc(-c2cccnc2)nn1)Nc1ccc(F)cc1	0.2%	0.3%	3.3	17.8%	7.7%	i	-9.4%	20.4%	-5.3%
O=C(OC1CCOC1=O)c1ccc2ncsc2c1 (stereo not drawn)	-0.2%	-0.6%	-3.9	-2.7%	-14.2%	i	-1.9%	-1.0%	-7.6%
Cc1ccc(C(=O)N2CCN=C2SCc2ccc([N+](=O)[O-])cc2)cc1C	-5.8%	-0.5%	-4.0	14.1%	1.0%	i	-8.8%	-1.8%	-13.9%
O=C(c1ccc(Cl)c(S(=O)(=O)Nc2ccccc2C(=O)N2CCc3ccccc3C2)c1)N1CCc2ccccc2C1	-1.3%	1.9%	-1.0	1.1%	?	i	?	-14.7%	16.0%
COc1ccc(/C=C/C(=O)NCCOc2ccccc2OC)cc1	1.9%	0.2%	1.0	2.0%	-0.9%	i	-5.3%	14.8%	0.0%
COc1ccccc1S(=O)(=O)CC(O)COc1ccc(C#N)cc1 (stereo not drawn)	-5.7%	0.2%	2.8	2.5%	1.7%	i	-7.6%	8.7%	11.9%
CCOC(=O)c1cc(-c2ccc(Cl)s2)[nH]n1	-0.2%	5.2%	0.1	2.0%	-3.3%	i	-4.6%	-8.6%	?
COc1ccc(-n2nc(C(=O)N3CCN(c4cccc(C(F)(F)F)c4)CC3)c3c4ccccc4n(C)c3c2=O)cc1Cl	/	-0.6%	/	/	12.3%	/	22.1%	/	9.2%
COc1ccccc1N(C)S(=O)(=O)c1ccc(C(=O)N(C)Cc2cccc(F)c2)cc1	/	0.2%	-4.7	7.7%	/	i	/	3.2%	-13.0%
O=C(NCC(c1cccnc1)N1CCc2ccccc2C1)C(=O)Nc1ccccc1 (stereo not drawn)	/	0.8%	/	/	-0.4%	/	?	/	?
O=C(CCC1CCCCC1)Nc1ccccc1-c1ccccc1	-21.5%	-0.6%	-1.4	12.1%	-5.6%	i	-10.9%	5.5%[57.1 µM]	-11.7%
CCOc1ccc(-c2nnc3ccc(SCC(=O)N4CCCCC4)nn23)cc1	0.1%	0.5%	-2.2	-0.1%	-3.0%	i	-0.8%	1.7%	-26.4%
